Screening results (PubChem)
RmlCD inh 1536 – inhibitors of Mycobacterium tuberculosis RmlC and RmlD coupled enzymes; RmlC+RmlD coupled enzyme assay, percent inhibition; primary screen in compound mixtures; AID 1533; 160,000 compounds, 0.03% hits; inhibition, % at 3.6 µM; P9WH09+P9WH11; in the data active = inhibition mostly above about 34%, no sharp cut-off; also: some results filed as inactive read as strong as hits
Target sequence (P9WH09 whole entry, looked up): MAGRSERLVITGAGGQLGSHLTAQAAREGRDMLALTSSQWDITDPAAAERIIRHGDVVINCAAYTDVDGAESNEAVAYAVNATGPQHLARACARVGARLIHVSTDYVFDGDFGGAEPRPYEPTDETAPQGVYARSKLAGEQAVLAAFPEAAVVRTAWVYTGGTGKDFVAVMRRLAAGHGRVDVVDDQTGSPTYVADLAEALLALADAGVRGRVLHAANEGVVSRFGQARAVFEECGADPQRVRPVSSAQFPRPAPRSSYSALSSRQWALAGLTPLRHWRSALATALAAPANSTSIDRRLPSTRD
Target sequence (P9WH11 whole entry, looked up): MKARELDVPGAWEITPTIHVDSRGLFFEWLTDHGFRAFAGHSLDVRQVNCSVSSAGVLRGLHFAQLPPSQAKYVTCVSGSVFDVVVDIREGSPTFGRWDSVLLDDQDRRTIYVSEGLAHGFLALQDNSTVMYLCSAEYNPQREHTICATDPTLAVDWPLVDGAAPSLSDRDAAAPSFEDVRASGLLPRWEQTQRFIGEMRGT
M. tuberculosis GlmU – inhibition of mycobacterial GlmU enzyme – biochemical, glucosamine-1-phosphate acetyltransferase (AID 1376). 220,000 compounds, 0.25% hits. M. tuberculosis GlmU acetyltransferase enzyme assay; higher % means a stronger effect. inhibition, %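 (tested at 30 µM in the primary screen)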; hits with a dose series show IC50 in µM; in the data active = inhibition above about 13%;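 also: 0% = complete reaction with vehicle and 100% = reaction without substrate; strong numbers were not always called active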
* = called active by the depositor; x = no result given. Some of the compounds tested; count on the stated rates, not on these rows.

SMILES	RmlCD inh 1536	M. tuberculosis GlmU
COC(=O)c1cn(NC(=O)/C=C/c2cc(OC)ccc2OC)c(=O)c2ccccc12	-13	2.0%
CCn1c(CNc2ccc(Cl)cc2)nnc1SCc1ccc(C)cc1	x	3.8%
CC1CCCCN1C(=O)Cn1cnc2c1c(=O)n(C)c(=O)n2C (stereo not drawn)	-5	-4.8%
CC(NC(=O)NC(=O)c1ccc(Cl)cc1Cl)C1CC1 (stereo not drawn)	4	-4.3%
CCN(CC)C(=O)/C(=C/c1cccc([N+](=O)[O-])c1)NC(=O)c1ccco1	-27	1.9%
Cc1ccc(NC(=O)C2CCCN2C(=O)Oc2ccccc2)cc1C (stereo not drawn)	-3	-4.0%
O=C(O)Cn1cc2c(n1)CCCC2	-2	-0.9%
COc1c(C(=O)NCCSC(C)(C)C)ccc2ccccc12	9	-8.0%
O=C(Nc1nnc(CCN2CCCCC2)s1)c1ccc(Br)cc1	-14	3.0%
Cc1ccc(-n2nnnc2-c2cnn(-c3ccc(F)cc3)c2C(F)(F)F)cc1	x	1.4%
Cc1ccc(OC(=S)Nc2ccc(O)cc2)cc1	x	4.6%
Cc1ccc2oc(=O)c3cnn(CC(=O)N(CCN(C)C)Cc4ccco4)c3c2c1	9	-2.7%
N#CCSc1ncccc1-c1nc2ccccc2[nH]1	-6	-6.0%
Cn1cccc1Cc1nnc(SCC(=O)Nc2ccc3c(c2)OCCO3)n1CCc1ccccc1	-5	-4.9%
O=C1c2ccccc2C(=O)N1CSc1nnnn1-c1ccccc1	-6	0.5%
COc1cc(/C=C(\C#N)c2ccccn2)ccc1OCC(=O)Nc1c(Cl)cccc1Cl	1	-3.5%
COc1ccc(NC(=O)CCn2nnc(-c3ccc(C)cc3)n2)cc1OC	x	5.7%
Cc1ccc(NC(=O)Nc2ccc(Cl)cn2)cc1	6	-0.4%
CC(Nc1nc(-c2ccccc2)nc2ccccc12)c1ccccc1 (stereo not drawn)	-15	-2.1%
COc1ccc2[nH]c(C)c(CCNc3ccc(C(F)(F)F)cc3[N+](=O)[O-])c2c1	-15	3.5%
O=C(Nc1ccc(F)cc1)N1CCC(c2nc3c(nnn3Cc3cccc(Cl)c3)c(=O)[nH]2)CC1	-10	-1.8%
CCOC(=O)C(=CNc1ncccc1C)C(=O)OCC	6	-4.0%
C=CCn1c(-c2cccc(S(=O)(=O)N(CC)CC)c2)n[nH]c1=S	10	6.5%
O=C1CC(=O)N(c2ccccc2)N1c1ccccc1	x	2.6%
N/C(=N/O)C(c1ccccc1)c1ccccc1	-21	-0.3%

5 successive entries already listed, for reference:
SMILES	RmlCD inh 1536	M. tuberculosis GlmU
O=C(Nc1ccc(F)cc1)N1CCC(c2nc3c(nnn3Cc3cccc(Cl)c3)c(=O)[nH]2)CC1	-10	-1.8%
CCOC(=O)C(=CNc1ncccc1C)C(=O)OCC	6	-4.0%
C=CCn1c(-c2cccc(S(=O)(=O)N(CC)CC)c2)n[nH]c1=S	10	6.5%
O=C1CC(=O)N(c2ccccc2)N1c1ccccc1	x	2.6%
N/C(=N/O)C(c1ccccc1)c1ccccc1	-21	-0.3%

(list continues)
SMILES	RmlCD inh 1536	M. tuberculosis GlmU
COc1ccc(NC(=O)C(c2ccc(OC)cc2)N(C)C(=O)CNC(C)=O)cc1 (stereo not drawn)	14	1.7%
O=S(=O)(NCc1csc(-c2ccccc2)n1)c1ccc(Cl)s1	6	x
Cc1nn(-c2ccc([N+](=O)[O-])cc2)c(N)c1-c1ccccc1	-5	3.8%
CC(=O)NS(=O)(=O)c1ccc(NS(=O)(=O)c2ccc(F)cc2)cc1	x	-6.4%
CC(=O)Nc1ccc(S(=O)(=O)Nc2nc3ccccc3nc2-n2ccc(=NC(=O)c3ccccc3)cc2)cc1	-3	-1.7%
Cc1nc2c(C(=O)NCCc3ccccc3)c[nH]n2c(=O)c1Cl	x	5.3%
N#CCSc1ncnc2c1cnn2CCO	x	-0.7%
CCc1ccc(N2C(=O)c3ccc4c5c(ccc(c35)C2=O)CC4)cc1	x	-5.5%
O=c1cc(CSc2nnc(COc3ccccc3Cl)o2)nc2sccn12	x	2.0%
Brc1cccc2sc(N3CCCC3)nc12	-1	-1.7%
CC(=O)C(Sc1ncnc2sc3c(c12)CCCC3)C(C)=O	-9	3.8%
Cc1ccccc1NC(=S)NNC(=O)c1cccnc1	x	6.4%
O=c1[nH][nH]c(-c2ccccc2)c1C=Nc1ccccc1	8	x
COc1cccc(-c2cc(C(F)(F)F)n3ncc(S(=O)(=O)c4ccccc4)c3n2)c1	x	0.8%
CC12CN3CC(C)(CN(C1)C3c1ccco1)C2=O (stereo not drawn)	-3	-5.1%
Cc1cc(C)nc(NS(=O)(=O)c2ccc(NC(=S)NC(=O)c3cccnc3)cc2)n1	x	-3.1%
CCn1c(C(=O)N2CCC(Cc3ccccc3)CC2)cc2sccc21	-5	-2.0%
CC(C)(C)C(=O)N1CCN(c2ccc([N+](=O)[O-])c(-n3nc(-c4ccccc4)c4ccccc4c3=O)c2)CC1	-8	-4.9%
CCn1c(C)[n+](CC(O)COCC2CC=CCC2)c2ccccc21 (stereo not drawn)	x	-5.4%
CCOC(=O)C1=C(N)N2C(=O)C(C)SC2=C(C(=O)OC)C1c1ccccc1OC (stereo not drawn)	5	0.0%
COc1ccc2oc(C)c(C(N)=O)c2c1	-4	1.4%
CCCCCC(=O)N1CC2(CC(c3cccc(NC(=O)CC(c4ccccc4)c4ccccc4)c3)=NO2)C[C@@H]1C(N)=O (stereo partly drawn)	-2	3.3%
CCOC(=O)C1(Cc2ccc(OC)cc2)CCN(C(=O)CN2CCCCC2=O)CC1	9	-2.2%
OCCCCNc1cccc2ccccc12	21	4.4%
COc1ccc(N2CCN(C(=O)CCNS(=O)(=O)c3cccs3)CC2)cc1	x	-4.6%
Further entries follow.
SMILES	RmlCD inh 1536	M. tuberculosis GlmU
O=C(NC(=S)Nc1ccc(CN2CCCCC2)cc1)c1cc2ccccc2o1	4	4.3%
NNC(=O)Cn1c(SCc2ccccc2)nc2ccccc21	8	-4.1%
CC(=O)NCCC(=O)Nc1ccc(C(N)=O)cc1	-8	-3.6%
CCOC(=O)Cn1c(=O)c2c(nc3n2CCCCN3c2ccc(C)cc2)n(C)c1=O	x	0.5%
COc1ccc(C(=O)N2CC(c3ccccc3)CC2=O)cc1 (stereo not drawn)	-10	-5.3%
CCC(=O)Nc1ccc(S(=O)(=O)N2CCCCC2)cc1OC	-10	2.4%
O=C(O)CC(c1ccccc1)c1ccccc1	-9	2.2%
Cc1ccc(N2C(N)=C(C#N)C3(C(=O)N(C)c4ccccc43)C3=C2CC(C)(C)CC3=O)cc1Cl (stereo not drawn)	86	-2.4%
COc1ccc(-c2c3c(=O)n(C)c(=O)n(C)c3cn2Cc2cccnc2)cc1	x	5.7%
COC(=O)C1CCN(CC(=O)Nc2ccc(OC)c(Cl)c2)CC1	-1	-0.2%
CC1(C)c2cc(Cl)ccc2-n2c1cc(O)c(-c1ccccc1)c2=O	60	-1.6%
Cc1nc2ccccc2n(CC(=O)Nc2cc(Cl)cc(Cl)c2)c1=O	-5	3.1%
COc1ccccc1OCCc1nnc(N)s1	x	6.3%
NC(=O)c1ccccc1NC(=O)Nc1ccccc1Cl	-11	-4.4%
Cc1[nH]c2c(C)cccc2c1CCNS(=O)(=O)c1cccc([N+](=O)[O-])c1	7	5.4%
Cc1ccc(OCC(=O)Nc2ccc(-c3nc4ncccc4o3)cc2)cc1	x	-0.2%
CCCCC1=CC2=C(c3ccco3)C(=O)C(C)(OC(=O)c3ccc(OC)cc3)C(=O)C2=CN1C1CCCC1 (stereo not drawn)	x	4.1%
O=C(O)C1Cn2c(nc3c(c2=O)C2(CCCC2)Cc2ccccc2-3)S1 (stereo not drawn)	-9	-0.7%
COc1cc(C(=O)O)nc2ccccc12	x	-6.5%
CCS(=O)(=O)N1CCCC(C(=O)NCc2ccc3c(c2)OCO3)C1 (stereo not drawn)	3	1.6%
COc1ccc(OC)c2sc(N3CCc4ccccc4C3)nc12	-7	3.4%
c1ccc(-c2csc3nnc(SCc4ccc5c(c4)OCCO5)n23)cc1	x	4.9%
Cc1ccc2c(C)c(C(=O)N3CCC(N4CCC(C(=O)NC5CC5)CC4)CC3)oc2c1	-14	0.6%
O=C(O)CC1(CC(=O)Nc2ccc3c(c2)OCCCO3)CCCCC1	-6	-5.9%
COC(=O)c1ccc(-c2nc(-c3ccc(Br)o3)no2)cc1	-3	-3.5%
Additional compounds.
SMILES	RmlCD inh 1536	M. tuberculosis GlmU
O=C(CN1C(=O)c2ccccc2C1=O)NN1C(=O)c2ccccc2C1=O	x	-4.9%
CC(=O)OCC(=O)Nc1ccc(Br)c(C)c1	x	-5.8%
CCCCN(CC)C(=O)CN(C)S(=O)(=O)c1cccc2nsnc12	-8	6.8%
C=CCN(CCNP(=O)(OCC)OCC)CP(=O)(OCC)OCC	x	-2.7%
C(#Cc1ccccc1)C[N+]1(CC#Cc2ccccc2)CCCC1	11	-2.6%
COc1ccc(N=C(N)N=C(N)N)c(OC)c1	4	0.0%
Cc1cccc(N2CCN(c3ccc(N4C(=O)CCCC4=O)cc3[N+](=O)[O-])CC2)c1C	19	-3.5%
O=C1NC(=O)C2(COC(c3cccc([N+](=O)[O-])c3)OC2)S1 (stereo not drawn)	3	-6.9%
Cc1ccc(CNC(=O)C2CCN(S(=O)(=O)c3cccs3)CC2)o1	-11	1.9%
Cc1ccc(S(=O)(=O)Nc2ccc(-c3nc4ccc(C)cc4s3)cc2)cc1	-10	7.2%
Cc1ccc(OCC(=O)NCc2cccs2)cc1	x	-4.5%
Nc1cc(Cl)ccc1N1CCCCCC1	-9	5.6%
COc1cc(S(=O)(=O)Nc2ccncc2)ccc1F	-1	0.2%
CC(=O)N1CCc2cc(S(=O)(=O)NC(CC(C)C)C(=O)N3CCn4c3nc3ccccc34)ccc21 (stereo not drawn)	-8	-1.9%
COc1cc(C)c(S(=O)(=O)Nc2ccc(CC(=O)O)cc2)cc1C	9	-0.3%
O=C(NCCN1C(=O)S/C(=C\c2cccnc2)C1=O)c1ccc(S(=O)(=O)N2CCCC2)cc1	x	1.7%
Cc1ccc2nc(C)c3c(c2c1)N(c1ccc(F)cc1)CC3	-6	-0.2%
COc1cccc(NS(=O)(=O)c2cc(C)ccc2OC)c1	x	2.4%
COCCNC(=O)COc1ccc(C)cc1C(=O)c1cc(C#N)c(=O)n(C2CC2)c1	5	-6.6%
Cc1ccc2c(C(=O)CN3CCC4(CC3)OCCO4)c(C)[nH]c2c1	x	8.9%
O=C(COC(=O)Cc1cccs1)Nc1ccccc1Cl	-10	5.1%
Cc1cc[n+](-c2[nH]c(=O)sc2/C=N/N=C(\[O-])c2ccccc2)cc1	x	-7.7%
COC(=O)c1nn(-c2ccccc2)c(-c2ccccc2)c1C(=O)c1ccccc1	12	-2.9%
OCc1cn(-c2ccccc2)nc1-c1cc2ccccc2o1	34	-1.0%
NNC(=O)c1cc(-c2ccc(N)cc2)nc2ccc(Br)cc12	-10	-5.2%
Following part
SMILES	RmlCD inh 1536	M. tuberculosis GlmU
Cc1c(C(=O)N(C)Cc2ccccc2)oc2ccc(S(=O)(=O)N3CCCC3)cc12	x	5.3%
COc1ccc(C(=O)NCCn2cc(SCC(N)=O)c3ccccc32)cc1	-3	6.2%
Cc1cccc(N2CN(Cc3ccco3)CNC2=S)c1	x	-4.3%
COc1cccc(NC(=O)C(C)Oc2ccccc2)c1 (stereo not drawn)	-11	6.9%
O=C(COc1ccc(C(=O)c2ccccc2)cc1)NC1CCCCC1	0	0.1%
Cc1ccc(NC(=O)CNc2ccc(Cl)c(Cl)c2)cc1S(=O)(=O)N(C)C	12	-7.8%
CCOc1ccc(/C=C2/C(=O)NC(=O)N(CCc3ccc(F)cc3)C2=O)cc1	-13	-3.9%
Cc1cc([N+](=O)[O-])nn1CC(=O)NCCc1c[nH]c2ccccc12	-8	8.2%
CC(=O)c1ccc(NC(=O)Nc2sc(NS(=O)(=O)c3ccccc3)nc2C)cc1	2	-3.3%
Cc1nc2nc(C)c(CCC(=O)NC3CCCCC3)c(C)n2n1	10	-1.8%
O=C(Cn1[nH]c(=O)c2ccccc2c1=O)NNC(=O)c1ccccc1	3	3.4%
COc1cccc2c(=O)n(CC(=O)N3CCC(C)CC3)ccc12	-5	0.5%
Cc1ccc2c(c1)C1CN(C)CCC1N2C(=O)COc1ccc(S(=O)(=O)N2CCOCC2)cc1 (stereo not drawn)	x	6.5%
O=C(C1CCCN(S(=O)(=O)c2cccc3nsnc23)C1)N1CCN(c2ccccn2)CC1 (stereo not drawn)	-13	0.1%
CCCCNC(=O)c1cc2cc(CC)ccc2[nH]1	1	2.0%
COCc1cc(C)nc2sc(C(=O)OC)c(N)c12	x	-4.2%
COc1ccc(/C=C(\C#N)C(=O)C(C)(C)n2cncn2)cc1	-7	-4.2%
CN1CCN(/N=C/c2nc(-c3ccccc3)n3ccccc23)CC1	4	0.5%
C(=N\Nc1nc(N2CCOCC2)nc(N2CCOCC2)n1)/c1cccnc1	3	2.0%
O=c1[nH]c2ccccc2n1CCCSCCCn1c(=O)[nH]c2ccccc21	x	-1.0%

Full records from above. Screens in order: RmlCD inh 1536, M. tuberculosis GlmU
Cc1c(C(=O)N(C)Cc2ccccc2)oc2ccc(S(=O)(=O)N3CCCC3)cc12 in the list: x, 5.3%
CCCCNC(=O)c1cc2cc(CC)ccc2[nH]1 in the list: 1, 2.0%

Arranged by length of the SMILES (ascending): some entries from above.
SMILES	RmlCD inh 1536	M. tuberculosis GlmU
Cc1cccc(N2CN(Cc3ccco3)CNC2=S)c1	x	-4.3%
CN1CCN(/N=C/c2nc(-c3ccccc3)n3ccccc23)CC1	4	0.5%
COc1ccc(C(=O)NCCn2cc(SCC(N)=O)c3ccccc32)cc1	-3	6.2%
Cc1cc([N+](=O)[O-])nn1CC(=O)NCCc1c[nH]c2ccccc12	-8	8.2%
Cc1ccc(NC(=O)CNc2ccc(Cl)c(Cl)c2)cc1S(=O)(=O)N(C)C	12	-7.8%
CCOc1ccc(/C=C2/C(=O)NC(=O)N(CCc3ccc(F)cc3)C2=O)cc1	-13	-3.9%
